Assay outcomes deposited in PubChem by several laboratories.
TWEAK Fn14 block = inhibitors of TWEAK-Fn14 signaling, primary screen, luciferase reporter cells, uHTS; TWEAK-stimulated Fn14 reporter cells, luciferase luminescence, 8 h; inhibition, % at 10 µM; 360,000 compounds, 2% hits; AID 1159606, 2016; in the data active = inhibition above about 50%
KKLEB tox = cytotoxicity in KKLEB CF airway cells, primary screen, cytotoxicity control for CF NF-kB inhibitor project, cell-based, uHTS, fluorescence assay plates | KKLEB CF airway cells viability, ATPlite luminescence, overnight; hits give low values; cells stimulated with P. aeruginosa culture filtrate | activity change (cytotoxicity), % at 5 µM | 360,000 compounds, 0.36% hits | AID 602141, 2011;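 active = corrected activity change at or below -50% at 5 µM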
NR2E3 ag-1 = inhibitors of NR2E3-RetCOR corepressor binding, primary screen, NR2E3 agonist project, biochemical, TR-FRET, GST-NR2E3, biotin-RetCOR | AID 2300, 2010 | 320,000 compounds, 0.12% hits | Photoreceptor-specific nuclear receptor (Homo sapiens), Q9Y5X4 | 1536-well | inhibition of corepressor binding, % at 4.78 µM;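 active = percent inhibition above the cutoff of mean plus 3 SD of all tested compounds, set per screening campaign, cut at about 20% in these data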;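 also: 0% = DMSO wells and 100% = biotin wells as full block of FRET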
Target sequence (Q9Y5X4 whole entry, looked up): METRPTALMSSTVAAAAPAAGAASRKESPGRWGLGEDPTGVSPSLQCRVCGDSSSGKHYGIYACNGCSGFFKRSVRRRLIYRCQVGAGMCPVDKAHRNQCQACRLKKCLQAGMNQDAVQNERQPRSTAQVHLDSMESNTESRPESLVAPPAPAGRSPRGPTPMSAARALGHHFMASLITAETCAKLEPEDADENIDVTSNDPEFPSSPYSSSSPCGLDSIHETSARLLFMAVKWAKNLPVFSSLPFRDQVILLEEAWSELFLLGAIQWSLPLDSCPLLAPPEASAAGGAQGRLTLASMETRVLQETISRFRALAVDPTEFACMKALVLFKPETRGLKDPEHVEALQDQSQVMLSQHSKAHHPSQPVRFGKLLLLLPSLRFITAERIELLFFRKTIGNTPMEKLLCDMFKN
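Material – GST-tagged NR2E3 plus biotinylated RetCOR corepressor · Quantity – NR2E3 fusion 1.35 nM · Times – 5 h incubation at 4 °C · Medium – pH 7.5 Tris-based buffer · Technique – TR-FRET, Eu(K)-anti-GST donor, streptavidin-D2 acceptor, ex 340, em 617/671 nm · Benchmarks – high control biotin, low control 0.6% DMSO · Format – 1536-well plates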
CF NFkB block = inhibitors of PAF-induced NF-kB signaling, primary screen, cell-based, GFP fluorescence, uHTS | KKLEB NF-kB-GFP reporter, GFP fluorescence overnight | inhibition, % at 5 µM | 360,000 compounds, 0.86% hits | AID 588850, 2011;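 active = at least 50% inhibition at 5 µM, scaled per plate between neutral and stimulator controls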;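 also: PAF is a Pseudomonas aeruginosa culture filtrate used as stimulus; plate controls were PAF-stimulated DMSO wells for no effect and unstimulated DMSO wells for full effect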
C8 TRAIL sens = viability loss with TRAIL in NB7+C8 cells, primary screen, TRAIL sensitizer project, cell-based, ATPlite luminescence; inhibition (viability loss, TRAIL sensitization), % at 10 µM; 360,000 compounds, 1% hits; AID 624354, 2012;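 active = compounds causing at least 50% loss of cell viability in the single-dose screen, relative to plate controls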
MITF TRPM1 inh = inhibitors of MITF-dependent TRPM1 promoter reporter, primary screen, cell-based, SK-MEL-5, single point, luciferase; inhibition, % at 12.5 µM; SK-MEL-5 TRPM1 promoter luciferase, 24 h; 330,000 compounds, 0.83% hits;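 active = mean inhibition across replicates of 60% or more, whatever share of single replicates reaches that level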; also: values of inactives mirror those of a sister screen read the other way
Shn3 inh set2 = reduction of Shn3 3'UTR firefly luciferase signal, primary screen, Schnurri-3 inhibitor project, cell-based, Clone20 osteoblasts, set 2; Clone20 osteoblast Shn3 3'UTR firefly luciferase, 24 h; inhibition, % at 12.5 µM; 360,000 compounds, 0.52% hits; AID 588674, 2011;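 active = mean inhibition of at least 75% with every replicate also reaching 75%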;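 also: 0% = median of neutral control wells and 100% = pilot-screen positive control compound; some compounds past the cut are filed as inactive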
NR2E3 ag-2 = NR2E3 agonists in two-hybrid cells, primary screen, cell-based, luminescence, CHO-S, Gal4-NCOR/VP16-NR2E3; Photoreceptor-specific nuclear receptor (Homo sapiens), Q9Y5X4; luciferase; inhibition of corepressor binding, % at 3.98 µM; 360,000 compounds, 0.35% hits; AID 602229, 2012;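 active = inhibition above the mean of all tested compounds plus 3 SD, cut at about 70% in these data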;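 also: 0% = DMSO with NR2E3 transfected cells and 100% = cells lacking NR2E3 construct; higher means lower luciferase signal from less NR2E3 corepressor binding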
TROY NFkB inh = inhibitors of TROY-driven NF-kB signaling, primary screen, Q293 LMP1-TROYcd cells, NF-kB luciferase, uHTS; Q293 LMP1-TROYcd NF-kB luciferase reporter, 4 h; inhibition, % at 10 µM; 360,000 compounds, 0.98% hits;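 active = compounds whose plate-normalised and pattern-corrected inhibition of the luciferase reporter signal at the single screening dose is 50% or more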
Peg3 prom inh = Peg3 promoter-driven luciferase inhibitors, primary screen, cell-based, HeLa, luciferase luminescence; HeLa PEG-Prom luciferase reporter, overnight; inhibition, % at 20 µM; 360,000 compounds, 1.7% hits; AID 588405, 2011;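 active = inhibition of at least 50% at 20 µM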
HIF-2a block = HIF-2a reporter inhibitors, primary screen, luminescence, 786-0 RCC cells | 786-0 RCC cells HIF-2a reporter, luciferase luminescence, overnight | inhibition, % at 18.8 µM | 360,000 compounds, 0.72% hits;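 active = inhibition of the luminescence signal of 40% or more relative to plate controls, in a single-dose primary screen at 18.75 µM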
An asterisk follows results filed as active; . = no result given; & = joins results of further samples. Not all compounds are listed; the hit share may differ from the screen's.

Sequence of screens – TWEAK Fn14 block | KKLEB tox | NR2E3 ag-1 | CF NFkB block | C8 TRAIL sens | MITF TRPM1 inh | Shn3 inh set2 | NR2E3 ag-2 | TROY NFkB inh | Peg3 prom inh | HIF-2a block
[1] Cc1ccc(C)c(NC(=O)COC(=O)CNC(=O)c2ccccc2Cl)c1
    8.8 | 9.4 | 1.6 | 11.7 | -0.7 | 6.1 | 1.9 | -4.2 | -1.1 | 0.8 | 10.6
[2] COc1cc(/C=C2\C(=O)ON=C2c2ccccc2)cc(Br)c1O
    48.4 | 8.2 | 2.9 | 40.8 | -0.5 | 25.0 | 3.4 | -4.4 | -7.7 | 51.3* | 51.3*
[3] O=C(O)C[C@H]1c2cc(F)ccc2S(=O)(=O)N1C1CCCC1
    11.3 | 15.1 | -1.9 | -5.0 | -12.9 | -1.2 | -9.2 | -17.3 | -0.6 | -4.2 | 2.5
[4] CCN(c1ccccc1)S(=O)(=O)c1cc(C(=O)Nc2ccc(F)c(F)c2)ccc1F
    80.4* | 2.4 | -0.3 | 22.9 | 36.9 | 32.2 | 63.2 | -14.2 | 63.3* | 42.4 | -23.6
[5] COc1ccc(COc2cc(-c3cccc(OC)c3)nc3ccc(NC(=O)c4ccc(N(C)C)cc4)cc23)cc1
    -40.7 | -25.3 | 3.7 | 19.7 | -6.2 | 2.1 | 33.5 | -50.9 | -1.2 | 30.6 | -1.9
[6] CC1=C(C(N)=O)C(c2ccc(C)o2)C(C(N)=O)=C(C)N1
    -6.3 | 7.7 | 3.2 | -17.2 | -1.5 | -6.2 | 6.9 | -7.7 | 3.2 | -2.5 | 15.5
[7] CCN(CC)C(=O)CN1C(=O)C2(OCC(C)(C)CO2)c2ccccc21
    -0.9 | 9.4 | -0.6 | 7.1 | -20.3 | . | 13.1 | -21.4 | -1.6 | 7.9 | 2.5
[8] CCSc1nnc(CCNC(=O)OC(C)(C)C)o1
    1.4 | -14.3 | -1.8 | 10.4 | -17.5 | 7.2 | -4.2 | 3.3 | -12.3 | 7.0 | 15.8
[9] COc1ccc(S(=O)(=O)c2cnc3ccccc3n2)cc1
    42.0 | 0.1 | 1.4 | 16.0 | 3.4 | 10.2 | 30.8 | -25.1 | -0.7 | 21.6 | 11.1
[10] O=C(NCC(=O)N1CCN(c2ccccc2)CC1)c1ccco1
    -1.3 | 3.4 | 0.2 | -3.2 | -2.4 | -3.9 | -4.0 | -12.9 | 9.0 | -32.2 | -14.2
[11] O=C(CCCN1C(=O)C(c2ccccc2)Oc2cccnc21)Nc1ccccc1Cl (configuration not stated)
    -6.5 | 4.8 | 1.1 | 8.6 | 10.6 | 2.3 | 7.2 | 9.9 | -29.1 | 32.7 | 9.7
[12] CC(C)C1C(=O)N(Cc2cn(CC3CCCCC3)nn2)CCS(=O)(=O)N1Cc1ccc(-c2ccc(Cl)cc2)cc1 (configuration not stated)
    34.1 | 0.5 | . | 1.1 | 18.7 | . | 79.4 | -10.8 | 16.7 | 22.4 | 0.4
[13] O=c1ccn([C@@H]2O[C@H](CNS(=O)(=O)C3CC3)[C@@H](O)[C@H]2O)c(=O)[nH]1
    0.3 | 1.5 | . | 16.2 | 7.9 | 3.7 | 2.4 | -8.1 | -7.1 | 4.1 | 11.5
[14] Oc1ccc(Cl)cc1C=Nc1ccc(Br)cc1
    -2.3 | 11.2 | 2.9 | 0.9 | 6.4 | 11.0 | 4.8 | -8.2 | -38.5 | 1.8 | 3.0
[15] C[C@]12CCC(=O)C[C@@H]1CC[C@@H]1[C@@H]2CC[C@]2(C)[C@@H](C(=O)COC(=O)CCC(=O)O)CC[C@@H]12
    -3.0&-12.1 | 3.7&1.6 | -2.1&-0.7 | -0.6&6.4 | -1.7&-8.1 | -4.1&-1.5 | 2.4&3.0 | -17.4&0.1 | -10.6&14.7 | -0.5&-16.1 | 11.1&12.0

Full records, quoted from the list. Values in the order: TWEAK Fn14 block | KKLEB tox | NR2E3 ag-1 | CF NFkB block | C8 TRAIL sens | MITF TRPM1 inh | Shn3 inh set2 | NR2E3 ag-2 | TROY NFkB inh | Peg3 prom inh | HIF-2a block
`O=c1ccn([C@@H]2O[C@H](CNS(=O)(=O)C3CC3)[C@@H](O)[C@H]2O)c(=O)[nH]1` across the screens: 0.3 | 1.5 | . | 16.2 | 7.9 | 3.7 | 2.4 | -8.1 | -7.1 | 4.1 | 11.5
`COc1ccc(S(=O)(=O)c2cnc3ccccc3n2)cc1` across the screens: 42.0 | 0.1 | 1.4 | 16.0 | 3.4 | 10.2 | 30.8 | -25.1 | -0.7 | 21.6 | 11.1

Further structures follow:
Sequence of screens – TWEAK Fn14 block | KKLEB tox | NR2E3 ag-1 | CF NFkB block | C8 TRAIL sens | MITF TRPM1 inh | Shn3 inh set2 | NR2E3 ag-2 | TROY NFkB inh | Peg3 prom inh | HIF-2a block
[16] O=C(CCN1CCN(c2ccccc2)CC1)N/N=C/c1ccccc1O
    -8.8 | 20.4 | 1.4 | -11.0 | 25.7 | 37.4 | 82.2 | -8.2 | 7.8 | 32.4 | 3.6
[17] CC1(C(=O)Nc2cccc3cccnc23)CCN1Cc1cccc2c1OCO2 (configuration not stated)
    -14.8 | 6.3 | . | 14.6 | -5.6 | . | 9.8 | 11.0 | -6.4 | -2.2 | 0.2
[18] COc1ccc(CCNC(=O)c2c(C)nn(-c3ccccc3)c2Cl)cc1
    -12.5 | 0.6 | 1.5 | 5.4 | -4.9 | -10.4 | 4.1 | -50.0 | 1.3 | 4.9 | 9.9
[19] CCOC(=O)N1CCN(C(=O)c2ccccc2N(Cc2ccccc2)S(=O)(=O)c2ccc(OC)cc2)CC1
    11.7 | -14.6 | 6.7 | 13.9 | -6.3 | 23.6 | 6.3 | -29.3 | 24.4 | 19.3 | 14.0
[20] CC(C)N1CCC(N2CCN(C/C=C/c3ccccc3)CC2CCO)CC1 (configuration not stated)
    -4.1 | 23.9 | 7.6 | -5.6 | -4.3 | -3.6 | -20.8 | 2.6 | -0.8 | 3.1 | 3.3
[21] CCCC1Cc2[nH]c(=O)c(C#N)cc2CO1 (configuration not stated)
    1.9 | -4.9 | 2.8 | -10.9 | -24.2 | -0.1 | . | -15.9 | 8.1 | 6.6 | 8.6
[22] COc1ccc(C(=O)NCC(c2cccnc2)N2CCN(c3ccccc3)CC2)cc1OC (configuration not stated)
    -5.2 | 7.0 | 2.5 | -10.2 | 3.9 | -0.2 | -0.1 | -12.5 | -13.7 | 25.9 | -0.3
[23] O=C(O)CNC(=O)c1cccc(C(F)(F)F)c1
    11.2 | 9.9 | -0.9 | -4.4 | -5.3 | -1.8 | 6.2 | 26.7 | 15.6 | -4.8 | 29.1
[24] Cc1cc(NC(=O)c2cc([N+](=O)[O-])cc([N+](=O)[O-])c2)n(-c2ccccc2)n1
    -16.8 | 11.6 | 4.9 | -5.8 | 0.5 | -6.2 | -41.0 | -8.8 | 7.7 | 7.5 | 4.1
[25] CC(=O)Nc1ccc([N+](=O)[O-])cn1
    -7.6 | 1.9 | 2.6 | 12.2 | -8.4 | -6.8 | -15.7 | -10.4 | 5.8 | 11.5 | 19.3
[26] Cc1nn(C(=O)c2ccoc2C)c(N)c1-c1ccccc1
    -6.5 | 12.7 | -0.4 | -42.1 | -10.4 | . | -90.4 | 7.5 | -31.6 | -256.6 | -298.0
[27] O=C(COC(=O)C1CCN(c2ccc(C(F)(F)F)cn2)CC1)c1ccc(Cl)cc1
    8.2 | 7.1 | -4.3 | -10.9 | 3.2 | -9.2 | -10.0 | 13.0 | -0.1 | 7.0 | -6.4
[28] Cn1ccnc1C(O)c1cc(C(C)(C)C)c(O)c(C(C)(C)C)c1 (configuration not stated)
    7.0 | -7.2 | 3.5 | 17.1 | -30.1 | -14.3 | 78.1 | -17.9 | -2.6 | 31.9 | 30.6
[29] C/C(=N\NC(=O)CSCc1ccc(Cl)cc1)c1ccc2c(c1)OCCO2
    11.3 | -2.9 | -3.3 | 5.4 | 9.0 | -17.9 | 11.2 | -4.9 | 2.0 | -7.1 | 16.4
[30] O=C(NNC(=O)c1ccc(Cl)cc1Cl)c1cnccn1
    2.3 | 12.5 | -1.4 | -32.6 | 21.5 | -8.1 | 14.2 | -25.2 | -8.1 | -22.9 | -20.8
[31] CC(=O)Nc1ccc(S(=O)(=O)NCC(=O)OCC(=O)NNC(=O)c2ccccc2)cc1
    -4.1 | -10.4 | 4.2 | 5.3 | 19.3 | -3.9 | 4.2 | -22.0 | -9.4 | -1.8 | 0.0
[32] C=CCn1c(COc2ccccc2)nnc1SCC(=O)O
    -16.1 | 0.1 | 4.1 | -6.7 | 5.4 | 8.1 | -11.8 | -11.8 | 16.6 | -6.4 | 15.3
[33] COc1ccc(/C=N/NC(=O)CNC(=O)c2cccs2)cc1
    -19.6 | -1.8 | -2.5 | -4.9 | 10.2 | -5.0 | 16.6 | -22.7 | -3.8 | -31.8 | -48.7
[34] CSC1=NCCN1C(=O)c1ccc2ccccc2c1
    8.3 | -3.2 | -0.2 | 13.7 | 1.6 | -10.1 | 3.2 | -22.6 | -7.6 | -36.2 | -33.1
[35] C/C(=N\OC(=O)c1c(-c2c(F)cccc2Cl)noc1C)c1nccs1
    -0.2 | 10.7 | 1.5 | -2.5 | -3.6 | 2.1 | -10.0 | -6.4 | 13.9 | 22.7 | 18.9
[36] CC(=O)N(c1cccc(C(F)(F)F)c1)c1nc(/C=C/C(=O)O)cs1
    -0.7 | -0.3 | -1.1 | 11.6 | -3.9 | 2.4 | -4.2 | -10.5 | -10.8 | 21.5 | 10.8
[37] CN(c1ccccc1)S(=O)(=O)c1cccc(C(=O)Nc2ccc3c(c2)CCC3)c1
    35.0 | 17.8 | -2.0 | -11.6 | -1.5 | 8.6 | 18.7 | -27.5 | 7.5 | -17.9 | -56.7
[38] COc1ccc(N(C)C(=O)c2ccc3snnc3c2)cc1
    2.9 | -12.2 | 0.8 | -1.1 | -10.2 | . | 86.8* | -27.4 | -12.5 | -2.4 | -5.1
[39] CNC(=O)CCSSCCC(=O)NC
    -15.2 | 3.9 | 1.6 | -4.0 | -11.3 | 0.2 | -2.5 | 3.9 | 13.6 | 0.2 | 10.5
[40] COc1cc(C=NNc2ccccc2[N+](=O)[O-])cc(OC)c1OC
    -42.4 | 2.0 | . | -25.3 | -4.3 | . | -5.8 | -3.1 | -51.3 | -69.8 | -100.6
